Assay outcomes deposited in PubChem BioAssay by several laboratories.
CRFR2-BP ag: agonists of CRF-BP/CRF-R2 complex, primary screen, cell-based, HEK293, calcium dye fluorescence, uHTS | activation, % at 13.2 µM | calcium dye fluorescence (FLIPR); percent of saturating CRF peptide response | 0.46% of 350,000 active | AID 588473, 2011;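 active = activation of at least 50%, plus an integration ratio under a set limit after plate pattern correction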;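 also: plate controls were neutral control wells without compound for no effect and CRF at EC100 for full effect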
M4 ag: human M4 muscarinic receptor agonists, primary screen, CHO-K1 cells, Fluo-8 calcium fluorescence. activation, % at 3 µM. Muscarinic acetylcholine receptor M4 (Homo sapiens), P08173. 0.14% of 360,000 active. CHO-K1 hM4/Gqi5; vehicle 0%, full acetylcholine response 100%;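 active = activation above the run mean over all test wells plus 3 SD, cut at about 32% in these data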;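 also: peak over basal fluorescence ratio per well then scaled between controls; 0% = DMSO wells and 100% = acetylcholine at EC100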
Target sequence (P08173 whole entry, looked up): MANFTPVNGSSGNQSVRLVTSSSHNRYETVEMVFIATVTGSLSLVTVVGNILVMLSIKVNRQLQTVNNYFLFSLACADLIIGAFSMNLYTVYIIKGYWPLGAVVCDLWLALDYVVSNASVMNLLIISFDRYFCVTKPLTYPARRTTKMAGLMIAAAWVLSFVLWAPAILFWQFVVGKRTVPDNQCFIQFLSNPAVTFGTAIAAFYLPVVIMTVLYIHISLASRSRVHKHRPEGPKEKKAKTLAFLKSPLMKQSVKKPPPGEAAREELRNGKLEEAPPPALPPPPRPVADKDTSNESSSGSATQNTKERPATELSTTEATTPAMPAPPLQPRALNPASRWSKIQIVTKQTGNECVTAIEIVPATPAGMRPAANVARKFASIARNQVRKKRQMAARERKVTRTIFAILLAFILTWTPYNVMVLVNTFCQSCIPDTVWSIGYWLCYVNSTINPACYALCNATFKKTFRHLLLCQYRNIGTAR
CHRM4 PAM: human M4 muscarinic receptor positive allosteric modulators, primary screen, CHO-K1 cells, Fluo-8 calcium fluorescence; Muscarinic acetylcholine receptor M4 (Homo sapiens), P08173; CHO-K1 hM4/Gqi5, ACh EC20; 0% = ACh EC20, 100% = maximal ACh; 0.4% of 360,000 active; AID 624126, 2012; activation, % at 3 µM;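 active = activation above its plate's cutoff, the mean activation of sample wells plus 3 SD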; also: some results filed as inactive read as strong as hits
CHRM4 antagonist: human M4 muscarinic receptor antagonists, primary screen, CHO cells, Fluo-8 calcium fluorescence. inhibition, % at 3 µM. Muscarinic acetylcholine receptor M4 (Homo sapiens), P08173. 0.73% of 360,000 active. CHO-hM4 cells, ACh EC80;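 active = inhibition above its plate's cutoff, the mean inhibition of sample wells plus 3 SD, cut at about 27% in these data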;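 also: 0% = acetylcholine EC80 with DMSO and 100% = DMSO without agonist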
M5 ag: human M5 muscarinic receptor agonists, primary screen, CHO-K1 cells, Fluo-8 calcium fluorescence; Muscarinic acetylcholine receptor M5 (Homo sapiens), P08912; CHO-K1 hM5 cells; 0% DMSO wells, 100% maximal acetylcholine response; activation, % at 3 µM; 0.19% of 360,000 active; AID 624037, 2012;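 active = activation above the run's mean over test compounds plus 3 SD, cut at about 23% in these data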;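 also: signal is peak over basal fluorescence ratio across the kinetic read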
CHRM5 PAM: human M5 muscarinic receptor positive allosteric modulators, primary screen, CHO-K1 cells, Fluo-8 calcium fluorescence | Muscarinic acetylcholine receptor M5 (Homo sapiens), P08912 | CHO-K1 hM5, ACh EC20 PAM; 0% = ACh EC20, 100% = ACh EC100 | activation, % at 3 µM | 0.3% of 360,000 active | AID 624038, 2012;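 active = activation above the run cutoff, the mean activation of all test compounds plus 3 SD, cut at about 18% in these data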
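Replicates: One well per compound, no replicates | System: Human M5 receptor in CHO-K1 cells | Benchmarks: Low control EC20 acetylcholine (0%), high control EC100 acetylcholine (100%) | Probe or stimulus: Acetylcholine, EC20 level | Times: Fluo-8 loading 80 min at 37 °C plus 30 min room temperature | Signal: Intracellular calcium via Fluo-8 fluorescence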
M5 antag: human M5 muscarinic receptor antagonists, primary screen, CHO cells, Fluo-8 calcium fluorescence; Muscarinic acetylcholine receptor M5 (Homo sapiens), P08912; CHO-hM5 cells, ACh EC80; inhibition, % at 3 µM; 0.59% of 360,000 active;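 active = inhibition above a per-plate cutoff, the mean of that plate's test compounds plus 3 SD, cut at about 27% in these data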;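 also: 0% = acetylcholine EC80 with DMSO and 100% = DMSO without agonist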
M1 PAM: human M1 muscarinic receptor positive allosteric modulators, primary screen, CHO-K1 cells, Fluo-8 calcium fluorescence, 1536-well | Muscarinic acetylcholine receptor M1 (Homo sapiens), P11229 | CHO-K1 hM1, ACh EC20; 0% = ACh EC20, 100% = maximal ACh | activation, % at 3 µM | 0.088% of 360,000 active; in the data active = activation above about 19%, passing the limit was not always enough
Target sequence (P11229 whole entry, looked up): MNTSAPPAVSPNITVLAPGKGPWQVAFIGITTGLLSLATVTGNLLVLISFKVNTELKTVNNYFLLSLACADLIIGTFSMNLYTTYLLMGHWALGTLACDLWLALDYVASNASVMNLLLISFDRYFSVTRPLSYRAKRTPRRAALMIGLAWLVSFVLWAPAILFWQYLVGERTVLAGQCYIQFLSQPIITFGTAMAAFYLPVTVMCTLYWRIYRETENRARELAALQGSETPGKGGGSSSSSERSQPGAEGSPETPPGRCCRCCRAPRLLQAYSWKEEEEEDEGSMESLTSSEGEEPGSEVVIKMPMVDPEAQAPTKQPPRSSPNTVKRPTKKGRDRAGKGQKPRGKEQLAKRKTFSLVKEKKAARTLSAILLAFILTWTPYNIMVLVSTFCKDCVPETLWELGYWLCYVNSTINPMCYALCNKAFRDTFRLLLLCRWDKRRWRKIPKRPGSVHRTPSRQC
M1 antag: human M1 muscarinic receptor antagonists, primary screen, CHO-K1 cells, Fluo-8 calcium fluorescence, 1536-well; Muscarinic acetylcholine receptor M1 (Homo sapiens), P11229; CHO-K1 hM1, ACh EC80 antagonist; inhibition, % at 3 µM; 1.3% of 360,000 active; AID 588852, 2011;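 active = percent inhibition above its own plate's cutoff, namely the mean of that plate's compound wells plus 3 SD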;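 also: peak over basal fluorescence ratio during 140 s after agonist addition; 0% = ACh EC80 plus DMSO and 100% = DMSO alone without agonist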
Active calls of the source: *; · = not tested or not shown.

Structure	CRFR2-BP ag	M4 ag	CHRM4 PAM	CHRM4 antagonist	M5 ag	CHRM5 PAM	M5 antag	M1 PAM	M1 antag
CCNC(=O)C1CCCN(C(=O)c2ccc(OC)c(OC)c2)CC1 (stereo not drawn)	·	0	0	2	2	-3	-2	3	-10
COc1cccc(CNS(=O)(=O)c2c(C(=O)N3CCCCC3)c(C)n(C)c2C)c1	-1.5	1	-3	5	-3	-2	0	-2	4
COc1ccc(CC(=O)Nc2cccc(SC)c2)cc1	2.5	3	-2	-6	-1	-1	1	2	-3
CN(Cc1ccccc1)S(=O)(=O)c1ccc(OCC(=O)NCc2cccnc2)cc1	-0.3	14	-12	-28	0	-7	7	-1	-7
Cc1ccc(C(=O)NC(=S)Nc2c(C)ccc3nsnc23)cc1	-0.2	0	-6	-3	-7	-6	11	3	-2
O=S(=O)(Nc1nc2ccccc2nc1Cl)c1ccc(Br)cc1	-1.1	3	0	-8	-3	-5	3	1	-1
O=C(Nc1ccc2c(c1)OCO2)C1Cc2c(-c3ccc(Cl)cc3)ccnc2O1 (stereo not drawn)	·	3	3	-22	0	-1	-4	7	-13
CN(CCO)S(=O)(=O)c1ccc2c(c1)C(=O)c1cc(S(=O)(=O)N(C)CCO)ccc1-2	-1.6	0	-1	5	-3	2	4	5	-13
COc1ccc(C(=O)O/N=C(\N)c2ccc(Br)cc2)cc1	-3.5	0	7	3	-2	1	14	11	-2
CN=C(c1ccc([N+](=O)[O-])cc1)N1CCCCC1	-0.7	1	3	-8	-1	3	3	1	5
Cc1nn(C)c(C)c1S(=O)(=O)NCCc1ccc(Cl)cc1	0.6	1	4	1	-7	-3	12	5	-5
CCOc1ccc(CC(=O)Nc2nccs2)cc1OCC	4.1	0	-10	2	8	-1	5	3	5
Cc1[nH]c2ccccc2c1Cc1nnc(SCC(=O)NCc2ccco2)o1	-2.1	2	7	-5	1	2	-5	-2	8
CS(=O)(=O)N1Cc2ccccc2CC1C(=O)O (stereo not drawn)	-0.5	1	5	2	1	1	6	8	-4
COc1ccc(C(=O)Nc2nncs2)cc1S(=O)(=O)N1CC(c2ccccc2)CC1=O (stereo not drawn)	0.1	3	-2	3	1	-2	8	-13	-3
O=C(/C=C/c1ccccc1)N/C(=C\c1ccco1)C(=O)NCCO	-1.2	0	-9	8	0	-2	-6	3	3
Cc1ccc(Cn2c(SCC(=O)Nc3cc(C)on3)nc3ccccc3c2=O)cc1	-1.1	0	5	-6	-3	-4	0	0	-1
CC(/C=C1\SC(=S)N(CCC(=O)Nc2nc(C)cs2)C1=O)=C\c1ccccc1	0.3	1	6	0	-1	9	-5	10	-11
O=C(Cn1cncn1)NCc1cccc2ccccc12	2.9	1	4	10	3	1	3	11	-10
CC1(C)CC(=O)C2=C(C1)N(Cc1ccc(F)cc1)C(=O)C2(NC(=O)c1cccnc1)C(F)(F)F (stereo not drawn)	0.5	1	-1	6	-1	-3	0	9	-7
Cc1cc(N(C)C)ccc1N=Nc1ccc2ncccc2c1	-0.9	0	-4	-9	-6	-2	3	-2	-4
Nc1c(Cl)cc(-c2csc(N3CCCC3c3nc4cc(Cl)c(Cl)cc4n3CCOCCO)n2)cc1Cl (stereo not drawn)	-1.0	1	7	-4	1	0	15	7	-2
O=C(N/C(=C/c1ccc([N+](=O)[O-])cc1)C(=O)N1CCOCC1)c1ccco1	2.9	1	0	0	-2	-2	4	7	-8
Cn1c(=O)oc2cc(S(=O)(=O)NCC3CCCO3)ccc21 (stereo not drawn)	-0.2	2	14	3	1	3	-10	11	-12
Cc1cc(NC(=O)Cc2ccccc2)ccc1NC(=O)c1cccs1	-2.6	1	0	2	-3	1	2	0	12
COc1ccc(CN2C(=O)C3C4C=CC(C4)C3C2=O)cc1 (stereo not drawn)	1.3	1	3	3	-2	5	-5	6	0
CCN(CC)c1ccc(/C=N/NC(=O)OC(C)(C)C)cc1	-0.3	1	-3	-5	3	10	2	9	-9
Cc1cccc(/C=C2/C(=O)/C(=C/c3ccccc3C)C3CCC2N3C)c1 (stereo not drawn)	12	0	-1	-3	0	3	3	2	-4
CCN(CC(=O)Nc1c(F)cccc1F)C(=O)c1ccc(C#N)cc1	0.0	1	0	0	-2	3	-1	0	-2
CCOC(=O)[C@H]1[C@H]2COc3cc(OC)ccc3[C@@H]2N2C(=O)c3cc(OC)ccc3NC(=O)[C@@]12C	-3.6	1	-6	-3	2	-1	4	-9	9
Cc1nc(Sc2ccccc2)c(C#N)c(C)c1[N+](=O)[O-]	0.8	-2	-1	4	-10	2	-4	0	-15
O=c1[nH]cccc1-c1nc2cc(Cl)ccc2n1Cc1ccccc1	-1.3	2	-8	-5	1	-8	15	4	-5
O=C(O)CC1(CC(=O)Nc2ccc3c(c2)C(=O)OC3)CCCCC1	3.1	1	6	-17	-2	-1	-9	5	-8
Cc1cccc(Oc2ccc(C(=O)NC3CCSC3=O)cn2)c1C (stereo not drawn)	1.0	1	3	-6	-4	-4	-8	1	-17
O=C(CNC(=O)c1cccs1)OCC(=O)c1ccc2ccccc2c1	-1.7	4	2	4	-9	-3	10	7	-9
CCCCNC(=O)c1c(O)c2cccc3c2n(c1=O)CCC3	3.0	0	9	7	2	7	-7	4	0
C[C@H](CO)N1C[C@H](C)[C@@H](CN(C)C(=O)c2ccc(F)cc2)Oc2cc(Br)ccc2S1(=O)=O	-0.4	4	-1	-7	1	-7	6	0	-17
CCOC(=O)CNC(=O)CSc1nnc(-c2cccc(C)c2)n1-c1ccc(OC)cc1	0.3	1	6	0	-3	-1	0	4	-25
Cc1cccc(N2CCN(C(=O)c3ccc(NS(=O)(=O)c4ccc5[nH]c(=O)[nH]c5c4)cc3)CC2)c1C	0.9	1	2	-2	-5	-1	1	15	-14
COc1ccc(N2C(=O)CN=C2Nc2nc(C)cc(C)n2)cc1OC	-0.6	0	4	1	-1	9	1	-7	8
Cc1ccc(CNC(=O)c2ccc3c(=O)n(CC4CCCO4)c(=S)[nH]c3c2)cc1 (stereo not drawn)	-1.3	0	6	1	2	-4	-2	1	6
COc1ccc2c(n1)Sc1nc3ccccc3nc1N2	228*	54*	-3	1	31*	-6	23	-12	33
Cn1nccc1C(=O)Nc1ccccc1C(=O)O	2.5	-1	5	-4	-3	-4	-9	2	-17
O=C(O)CCN=C1CCCc2ccccc2N1	0.2	0	9	0	1	0	0	10	-7
CCC1S/C(=N/N=C/c2ccco2)N(Cc2ccccc2C)C1=O (stereo not drawn)	6.9	0	-3	2	-3	4	0	8	-14
Cc1ccc(NC(=S)NN2CCN(C)CC2)cc1	-0.8	0	4	-4	-4	0	-6	3	-7
COc1ccc(OCC(=O)NCc2n[nH]c(=O)c3ccccc23)cc1	-1.3	2	18	-23	-3	-1	6	6	-15
O=c1c2c(nc3c(-c4cccc(Br)c4)c[nH]n13)CCCC2	0.2	-1	17	11	0	6	5	16	-7
O=C(CON=C1c2ccccc2-c2ccccc21)NC12CC3CC(CC(C3)C1)C2	24	0	7	-10	-6	1	9	-1	-3
CCOc1ccc(-c2nnc(SCC(=O)NC(C)(C)C)nc2-c2ccc(OCC)c(OC)c2)cc1OC	-5.0	-1	3	4	-3	-5	7	-2	7

3 compounds from above, ordered by the number in CHRM5 PAM, rising.
Structure	CRFR2-BP ag	M4 ag	CHRM4 PAM	CHRM4 antagonist	M5 ag	CHRM5 PAM	M5 antag	M1 PAM	M1 antag
O=C(CNC(=O)c1cccs1)OCC(=O)c1ccc2ccccc2c1	-1.7	4	2	4	-9	-3	10	7	-9
CCN(CC(=O)Nc1c(F)cccc1F)C(=O)c1ccc(C#N)cc1	0.0	1	0	0	-2	3	-1	0	-2
CCN(CC)c1ccc(/C=N/NC(=O)OC(C)(C)C)cc1	-0.3	1	-3	-5	3	10	2	9	-9

Continuation.
Structure	CRFR2-BP ag	M4 ag	CHRM4 PAM	CHRM4 antagonist	M5 ag	CHRM5 PAM	M5 antag	M1 PAM	M1 antag
O=C(O)CCC(=NNC(=O)c1cccc(S(=O)(=O)N2CCCCC2)c1)c1ccccc1	-1.1	1	6	9	5	-5	-3	9	-10
COc1cccc(CNC(=O)c2cccc(Br)c2)c1	-1.9	1	11	5	-6	-3	6	10	-7
O=C(c1ccco1)N1CCC(c2nc3c(nnn3Cc3c(Cl)cccc3Cl)c(=O)[nH]2)CC1	0.8	1	-1	1	-4	-2	7	0	0
CCN(C(=O)CCCCC(=O)N(CC)c1ccccc1)c1ccccc1	-0.9	2	2	7	2	-2	4	5	-1
O=S(=O)(Nc1ncnc2sc3c(c12)CCC3)c1cc(F)ccc1F	-3.4	1	13	25	4	-1	-2	12	-17
CCCn1cnc2scc(-c3ccc(C)c(C)c3)c2c1=O	0.3	2	-4	7	-1	-5	5	4	-5
CCOCCCNC(=O)CCNC(=O)c1cc(OC)c(OC)c(OC)c1	0.1	1	2	6	-2	-2	3	-4	3
NC(=O)C1(C(N)=O)OC1c1ccc(Cl)c(Cl)c1 (stereo not drawn)	-0.7	0	4	3	-1	-2	8	-2	11
O=C(CC1C(=O)NCCN1Cc1ccccc1)NCCCOc1cccnc1 (stereo not drawn)	8.9	0	8	-10	-4	1	0	13	-10
CCC(=O)N(CCc1ccccc1)Cc1cc2cc(C)ccc2[nH]c1=O	-3.1	0	4	-3	-1	11	2	15	-16
Nc1c(C(=O)NCCN2CCOCC2)c2nc3ccccc3nc2n1-c1cccc(F)c1	0.1	5	-2	-3	-2	-1	1	0	6
COc1cc(C(=O)NCC(=O)OCC(=O)c2cccc3ccccc23)cc(OC)c1OC	-1.5	5	2	-1	1	0	-11	3	2
CC1(C)CC(=O)C=C(NCC(=O)O)C1	-1.1	0	4	-8	3	-1	-3	6	3
Cc1ccc(NC(=O)CSc2ncccc2C(=O)Oc2cccc([N+](=O)[O-])c2)cc1Cl	-1.2	1	-3	6	-1	-10	7	3	-9
COc1ccc(-c2[nH]nc3c2C(c2ccoc2)C(C#N)=C(N)O3)cc1 (stereo not drawn)	-0.2	0	5	6	2	7	-10	12	-14
O=C(Nc1ccc(Br)cc1)C1C2C=CC3(O2)C1C(=O)N(CCN1CCCCC1)C3C(=O)NC1CCCCC1 (stereo not drawn)	-0.6	0	-5	5	-5	0	10	9	-11
O=[n+]1c2c(n([O-])c3c1CCC3)CCCC2	-0.3	1	8	-2	1	3	5	11	-34
O=C(NC(=S)Nc1cc([N+](=O)[O-])ccc1O)c1ccc2c(c1)OCO2	0.6	1	3	-7	1	-4	9	6	-1
